Compound activity (PubChem BioAssay)
Sm TGR inh = S. mansoni TGR enzyme inhibition; Q962Y6; purified TGR, DTNB reduction, TNB absorbance 405 nm; Potency, µM (highest dose often 114 µM), inactives show top-dose activity change, negative = inhibition, actives largely listed as inhibitors; 360,000 compounds, 3% hits; note: potency is the fitted concentration of half-maximal effect; % is set by controls: 0 for no effect and ±100 for the full control effect; nearly all actives have a fitted effect of over 60% in size
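TGR 20 nM + NADPH 100 uM (dispensed conc.), cpd preinc 15 min RT; start with NADPH (500 uM addition) then DTNB (15 mM addition). Kinetic TNB absorbance, 405 nm filter. Four-parameter Hill fit across titration.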
Pf growth 96h = P. falciparum growth inhibition at 96 hours; P. falciparum luciferase reporter growth, 96 h; 320,000 compounds, 6.9% hits; Potency, µM (highest dose often 28.7 µM), without a hit: top-dose activity change, negative = inhibition, usual class: inhibitors; AID 504834; note: potency is the fitted concentration of half-maximal effect; % is set by controls: 0 for no effect and ±100 for the full control effect
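96 h incubation, 37 C, 5% CO2, of luciferase-reporter P. falciparum-infected RBCs (2% hematocrit, 0.05% parasitemia final) with test compounds; endpoint luminescence.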
Pf growth 48h = inhibits P. falciparum growth in the first generation, 48 h; P. falciparum luciferase growth in erythrocytes, 48 h; 310,000 compounds, 5.9% hits; Potency, µM (highest dose often 28.7 µM), for inactives: at the highest dose activity change, negative = inhibition, usual class: inhibitors; note: potency is the fitted concentration of half-maximal effect; % is set by controls: 0 for no effect and ±100 for the full control effect
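Cell-based growth assay: transgenic P. falciparum expressing firefly luciferase, cultured in red cells within RPMI 1640 containing 0.5% w/v Albumax, 24 mM bicarbonate and gentamycin. A drop in luciferase activity indicates inhibition.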
Shiga toxin inh = blocks Shiga toxin action in Vero cells; Vero cells, Shiga toxin protein synthesis inhibition reporter; inhibition, % at 38.7 µM; 290,000 compounds, 9.2% hits; AID 2315; in the data active = inhibition mostly above about 28%, no sharp cut-off; inactive = mostly below about 43%; note: 0% is about no effect
FBPA Giardia inh = inhibitors of Giardia lamblia fructose-1,6-bisphosphate aldolase | 290,000 compounds, 0.71% hits | A8B2U2 | purified Giardia FBPA | Potency, µM (top dose mostly 59.6 µM), for inactives: at the highest dose activity, negative = inhibition, most hits filed as inhibitors; note: potency is the fitted concentration of half-maximal effect; % is set by controls: 0 for no effect and ±100 for the full control effect; nearly all actives have a fitted effect of over 55% in size
Target sequence (A8B2U2 whole entry, looked up): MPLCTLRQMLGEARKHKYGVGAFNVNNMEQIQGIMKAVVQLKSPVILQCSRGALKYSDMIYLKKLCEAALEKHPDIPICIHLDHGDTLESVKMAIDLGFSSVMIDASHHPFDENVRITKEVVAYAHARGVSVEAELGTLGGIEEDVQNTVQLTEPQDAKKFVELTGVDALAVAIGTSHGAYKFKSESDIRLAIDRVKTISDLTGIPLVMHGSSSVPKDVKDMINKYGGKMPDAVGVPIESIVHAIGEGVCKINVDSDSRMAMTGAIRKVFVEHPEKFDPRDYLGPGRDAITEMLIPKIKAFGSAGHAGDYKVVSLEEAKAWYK
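40 nM FBPA preincubated 10 min at RT with compound (up to 57.5 uM final), then substrate plus GAPDH/TPI/NAD/arsenate coupling and diaphorase/resazurin added. Fluorescence read after 20 min at RT, 525/598 nm.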
Cycloheximide cs = affects cycloheximide protein synthesis inhibition readout, counter-screen; cell reporter, cycloheximide protein synthesis inhibition counterscreen; 300,000 compounds, 12% hits; AID 2314; max response, %; in the data active = max response mostly above about 13%, no sharp cut-off; inactive = mostly below about 14%; note: read at 38.3 µM for the half of the compounds with a filed dose; 0% is about no effect
Starred values were filed as active, the others as inactive; ? = inconclusive; nt = not tested or not shown; + = active, no number; & = joins results of further samples; [ ] = dose if it differs, or a comment. Unless noted, calls come from the whole dose curve; as a rule, active = well fitted curve in the direction sought with a large enough effect; inconclusive = small, poorly fitted or top-dose-only effect, or another doubt; inactive = no such curve, though single readings can be large; an effect the other way counts as inactive or inconclusive.

compound | Sm TGR inh | Pf growth 96h | Pf growth 48h | Shiga toxin inh | FBPA Giardia inh | Cycloheximide cs
C/C(=N\NC(=O)c1ccccc1O)c1cccc(NC(=O)c2ccccc2)c1 | 8% | ? | ? | 42* | -4% | 19*
O=C1C=CC(=O)N1c1ccc(OC(F)F)cc1 | 0.35µM* | 9.3µM* | 5% | -14 | -5% | -3
CCOc1cc(C(=O)NCCCn2ccnc2)cc(OCC)c1OCC | -4% | ? | 7% | -11 | -5% | -4
O=C(N/C(=C/C=C/c1ccccc1)C(=O)N1CCOCC1)c1ccccc1Br | -10% | -5% | ? | -8 | 0% | 4
COc1ccc(OCc2nnc3n2N=C(c2ccc(C)cc2)CS3)cc1 | -23% | ? | nt | -7 | 1% | -6
O=C(CSc1ncnc2scc(-c3ccccc3)c12)NC1CCS(=O)(=O)C1 (configuration not stated) | 4% | -2% | -14% | -2 | ? | 1
COc1ccc(C(=O)Nc2cccc(C)c2)cc1S(=O)(=O)N1CCOCC1 | 7% | 4% | -15% | -12 | -3% | 5
CC(=O)N1CCN(c2ccc(NC(=O)c3ccco3)cc2)CC1 | -15% | 21% | 144%[activator] | 72* | -10% | 18
O=C(c1cc(-c2ccncc2)nc2ccc(Br)cc12)N1CCN(Cc2ccc3c(c2)OCO3)CC1 | -9% | 5% | 10µM* | -2 | -5% | -1
Cn1nnc(NC(=S)NC(=O)c2cc(Cl)ccc2Cl)n1 | ? | 4.1µM* | 8.3µM* | 15 | nt | -1
O=C1CCc2cc(S(=O)(=O)NCc3ccccc3)cc3c2N1CC3 | -1%&5% | 0% | -15% | nt | nt | nt
CC12CCC(=O)N1C(C(=O)NNC(=O)COc1cccc(C(F)(F)F)c1)CS2 (configuration not stated) | 5% | -3% | -2% | nt | nt | nt
CC1=NN(Cc2ccccc2)C(=O)C1C(c1ccncc1)C(C#N)C#N (configuration not stated) | 25% | ? | ? | -4 | -23% | 0
NC(=O)C1(N2CCCCC2)CCN(C(=O)CSc2nc(C(F)(F)F)cc(=O)[nH]2)CC1 | -7% | nt | -10% | -6 | -3% | 1
CC(C)(C)c1nnc(NC(=O)NS(=O)(=O)c2ccccc2)s1 | -2% | 52%[activator] | 35%[activator] | 29 | 0% | 23*
CCN(CC)CCCNC(=O)CSc1c2c(nc3cc(Cl)ccc13)CCCC2 | ? | 35% | ? | -23&-20 | -3% | -10&-16
Cc1cc(C)c2c(N)c(-c3nnc(SCc4ccc(Cl)cc4)n3C)sc2n1 | 10% | 21% | -4% | 0 | 3% | -2
Cc1ccc(S(=O)(=O)NC(=O)Nc2ccc(F)c(F)c2)cc1 | ? | -19% | 17% | -32 | 11% | -5
OCC[C@@H]1C[C@@H](O)[C@H](O)[C@@]2(OCCc3ccccc32)O1 | -13% | 3% | 21% | -2 | 28% | 1
CC(C)CN1CCC(=O)N(C(CSc2ccc(Br)cc2)c2ccccc2)CC1 (configuration not stated) | nt | nt | nt | 25 | 12% | 32
CC(NC(=O)OC(C)(C)C)C(=O)Oc1cc2oc(=O)cc(-c3ccccc3)c2cc1Cl (configuration not stated) | -3% | 19% | 18% | -9 | 9% | 0
COc1ccc(NC(=O)c2ccc3c(c2)OCO3)cc1Cl | 6% | 10% | -17% | 76* | -8% | 66*
COc1ccc(Br)cc1C(=O)NC(=S)Nc1cc(-c2nc3ccccc3[nH]2)ccc1C | 0% | 30% | ? | + | -9% | 24
NCCCn1cnc2ccccc21 | 35µM* | ? | 10% | -3 | -1% | -7
COc1cccc(C(c2sc3nc(C)nn3c2O)N2CCN(c3ccccc3F)CC2)c1 (configuration not stated) | -10% | ? | ? | -8 | 2% | -1
COc1ccc(C2CC3(O)NC(=O)C(C#N)(C3C)C2(C#N)C#N)cc1 (configuration not stated) | -27% | 38%[activator] | 15% | -9 | 2% | 6
O=C1c2ccccc2-c2onc3ccc(NCCCn4ccnc4)c1c23 | 20µM* | 13µM* | nt | -7 | -29% | -2
O=C(CSc1nc(=O)n2ccccc2n1)OCc1ccccc1 | -2% | -4% | ? | nt | nt | nt
Cc1cc(C)c2oc(=O)cc(CN3CCN(Cc4ccc5c(c4)OCO5)CC3)c2c1 | -6% | -8% | ? | 21 | -1% | -3
CSc1n[nH]c(NCc2ccccc2)n1 | 6% | nt | 19% | 29* | 3% | 9
COc1ccc(NC(=O)COC(=O)c2cc(OC)c(OC)c(OC)c2)c([N+](=O)[O-])c1 | 7% | 10% | 153%[activator] | -4 | 0% | -1
Cn1c(Cl)c(/C=N/OC(=O)C2CC2)c2ccccc21 | -1% | 49%[activator] | 3% | 15 | 1% | -1
COc1ccc(C(=O)N2CCC(n3nccc3NC(=O)C3CCOC3)CC2)cc1 (configuration not stated) | 73% | -14% | -9% | 8 | 12% | 4
Cc1cccc([C@@H]2[C@@H]3C(=O)N(Cc4ccccc4)C(=O)[C@@H]3[C@]3(CC(C)C)C(=O)N(c4cccc(Cl)c4)C(=O)N23)c1 | 1% | ? | ? | -5 | -7% | 1
Cc1sc2nc[nH]c(=O)c2c1-c1ccc(F)cc1 | 13% | ? | 1% | -2 | -13% | -2
CCN1CC(CN(C)Cc2nc(-c3cccs3)no2)CC1=O (configuration not stated) | -5% | 12µM* | 0% | 16 | -6% | 7
CCN1CCN(Cc2nc3c(c(=O)n(C)c(=O)n3C)n2C(C)C(C)=O)CC1 (configuration not stated) | 0% | nt | 11% | -9 | -10% | -1
O=C(Nc1ccc2c(c1)oc1ccccc12)N1CCOCC1 | 13% | 54%[activator] | nt | 84* | 0% | 52*
COC(=O)c1ccccc1S(=O)(=O)N1Cc2cc([N+](=O)[O-])ccc2Oc2ccccc21 | -10% | nt | -5% | -27 | -21% | -3
CCC(Sc1nc2ncccc2[nH]1)C(=O)N1CCOCC1 (configuration not stated) | 18% | -23% | 9% | -6 | ? | 0
CC1(c2ccc(OCC(N)=O)cc2)NC(=O)NC1=O (configuration not stated) | -18% | 34%[activator] | 3% | 3 | -16% | -5
COc1ccc(CC(=O)N2CCN(c3ccccn3)CC2)cc1 | 16% | nt | 37%[activator] | 22 | -4% | 10
COc1ccc(C2/C(=C(/O)c3ccc4c(c3)CC(C)O4)C(=O)C(=O)N2Cc2cccnc2)cc1 (configuration not stated) | -7% | ? | 8% | -3 | nt | 2
O=C(O)CN1CCNCC1 | 2% | 4% | 9% | 26 | 7% | -3
Cc1c(Br)cc(C(=O)OC2CCN(C)CC2)c(C)c1C | 2% | -9% | -6% | -13 | -2% | -5
Cc1sc2ncnc(SCC(=O)NNC(=O)COc3cccc4ccccc34)c2c1C | 1% | ? | 4% | 25 | 5% | -2
COc1ccc(C2C3=C(CCCC3=O)NC3=C2C(=O)c2ccccc23)cc1 (configuration not stated) | -28% | ? | ? | -16 | -10% | -2
COCCNc1ccc(-c2n[nH]c(=O)c3ccccc23)cc1[N+](=O)[O-] | 8% | 29% | 4.7µM* | -2 | -2% | -1
COc1cc(/C=N/n2c(C)n[nH]c2=S)ccc1OCc1ccccc1 | -4% | ? | 24% | -17* | 2% | 26*
COc1ccc(CN2C(=O)CN=C2Nc2cccc(C)c2C)cc1 | 26% | -19% | -13% | -11 | 1% | 8

The listing continues.
compound | Sm TGR inh | Pf growth 96h | Pf growth 48h | Shiga toxin inh | FBPA Giardia inh | Cycloheximide cs
C/C(CC(=O)Nc1cc(C)ccn1)=N\NC(=O)c1ccc(C(C)(C)C)cc1 | -5% | 28% | 21% | 24 | -27% | 2
CC(C)COC(=O)c1ccc2c(c1O)C(=O)c1ccccc1C2=O | -5% | nt | -40% | 66* | ? | 34*
CCOc1ccc(NC(=O)CCN2C(=O)C3CCCCC3C2=O)cc1OCC (configuration not stated) | 2% | -65% | -17% | nt | nt | nt
Cn1c(CC(=O)NN)c(Sc2ccccc2)c2ccccc21 | 10% | -10% | -6% | -10 | 4% | -2
COc1ccc(CCNC(=O)CCCn2nc(C)c([N+](=O)[O-])c2C)cc1OC | 1% | 20% | 10% | 14 | -4% | 3
COc1ccc(Br)cc1/C=N/NC(=O)c1ccc(COc2ccc3c(c2)CCC3)o1 | -1% | 48%[activator] | ? | -5 | -2% | 1
Cc1cccc(-c2noc(CCCC(=O)N3CCOCC3)n2)c1 | 1% | nt | 39%[activator] | 11 | 6% | 11*
O=C(NCc1ccccc1CN1CCCC1)c1cc2cc(Cl)ccc2o1 | 0% | ? | 13µM* | nt | nt | nt
CCOC(=O)c1c(-c2ccccc2)oc2ccc(O)c(CN(C)C)c12 | -19% | ? | nt | -7 | -5% | -3
COc1ccc(S(=O)(=O)Nc2c(C)n(C)n(-c3ccccc3)c2=O)c(Cl)c1Cl | 2% | ? | -12% | nt | 3% | 1

Profiles, quoted from the list.
Profile of CCOc1ccc(NC(=O)CCN2C(=O)C3CCCCC3C2=O)cc1OCC (configuration not stated) = Sm TGR inh: 2%; Pf growth 96h: -65%; Pf growth 48h: -17%; Shiga toxin inh: nt; FBPA Giardia inh: nt; Cycloheximide cs: nt
Profile of COc1ccc(Br)cc1/C=N/NC(=O)c1ccc(COc2ccc3c(c2)CCC3)o1 = Sm TGR inh: -1%; Pf growth 96h: 48%[activator]; Pf growth 48h: ?; Shiga toxin inh: -5; FBPA Giardia inh: -2%; Cycloheximide cs: 1

Next section
compound | Sm TGR inh | Pf growth 96h | Pf growth 48h | Shiga toxin inh | FBPA Giardia inh | Cycloheximide cs
Cc1ccc2nc(N3CCN(C(=O)c4ccc(F)cc4)CC3)c(C#N)cc2c1 | 2% | ? | 34%[activator] | 3 | -1% | 0
O=C(CSc1nnc(-c2cccs2)n1-c1ccccc1)N1CCOCC1 | -1% | nt | -10% | -12 | 4% | -4
N#Cc1ccc(CSc2ccc(S(=O)(=O)N3CCCC3)cn2)cc1 | 1% | -29% | -22% | nt | nt | nt
CC(=O)N1CCN(c2ccc(NCc3ccc(F)cc3)cc2)CC1 | -19% | 5% | nt | 24 | ? | 1
CCc1nnc(NC(=O)CC23CC4CC(CC(C4)C2)C3)s1 | -16% | 3% | 26% | 1 | 2% | -2
CC(Nc1c([N+](=O)[O-])c(=O)oc2ccccc12)c1ccccc1 (configuration not stated) | 8% | 2% | -17% | -14 | -5% | -1
Cc1ccc(C(=O)OCC(=O)N2CCC(Cc3ccccc3)CC2)cc1N | 2% | 22% | -19% | 3 | 7% | -3
O=C(N/N=C/c1cccc(NC(=O)c2ccc(Cl)cc2)c1)c1cccc(O)c1 | 4% | 356%[activator] | 90%[activator] | 77* | -2% | 26*
CCCCOc1c(Cl)cc(CNC(C)(C)CO)cc1OCC | -16% | 14% | ? | -10 | -4% | -4
CCn1c2ccccc2c2nnc(SCCN3CCOCC3)nc21 | -28% | -12% | 0% | nt | ? | -1
Cn1c(=O)c2c(ncn2CC(=O)N/N=C/c2c[nH]c3ccccc23)n(C)c1=O | 9% | 10% | 17% | -3 | 3% | -2
CCOc1ccc(S(=O)(=O)n2ccnc2C)cc1 | 10% | 12µM* | -7% | -3 | 1% | -2
CCn1c(SCC(=O)NCc2ccc3c(c2)OCO3)nnc1-c1cccs1 | -23% | nt | 5% | 1 | 0% | -2
CCC(C)NCCOCCOc1cc(C)c(Cl)c(C)c1 (configuration not stated) | nt | 8% | ? | 8 | -20% | -6
CCCc1cc(=O)oc2c(C)c(OCC(=O)Nc3cccnc3)ccc12 | 3% | 2.3µM* | 3.3µM* | 3 | nt | -1
CC(C)(C)NC(=O)Nc1ccccc1C(N)=O | 3% | ? | 0% | -3 | 8% | -1
C(=N\NC1=Nc2cccc3cccc1c23)/c1cccnc1 | -9% | -17% | 112%[activator] | 72* | ? | 40*
CN(CC(=O)NCc1cccnc1)S(=O)(=O)c1ccc(F)cc1 | 11% | ? | 7% | -3 | 7% | -2
Cc1nn(-c2ccccc2)c(Cl)c1/C=N/NC(=O)c1cccc(S(=O)(=O)N2CCCC2)c1 | -9% | 23% | 12% | 15 | 11% | -3

Random draw from the library; about 24% have a hit in one of these screens.
